Assay outcomes (PubChem BioAssay)
AddAB inh: growth inhibition of E. coli expressing H. pylori AddAB, primary screen, AddAB inhibitor project, absorbance; inhibition, % at 11.9 µM; actives 0.29% (n = 330,000); AID 435030, 2010; in the data active = inhibition above about 12%;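 note: 0% = vehicle wells of infected cells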
Ecoli viability: E. coli V3065 growth inhibition, primary screen, counter-screen for AddAB inhibitor project, absorbance, OD600; inhibition, % at 11.9 µM; actives 0.27% (n = 330,000); 18 h;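 active = inhibition above the campaign's mean inhibition across all tested compounds plus 3 SD, cut at about 9.9% in these data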;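 note: uninfected addAB+ strain grown without phage in ampicillin broth; 0% = DMSO wells and 100% = ciprofloxacin 0.95 µg/ml wells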
PfHsp90 set2: growth inhibition of PfHsp90-expressing yeast, primary screen, antimalarial PfHsp90 inhibitor project, S. cerevisiae, BacTiter-Glo luminescence, single point, set 2; BacTiter-Glo ATP, 48 h; yeast lacking PDR1 and PDR3 efflux regulators; inhibition, % at 9.4 µM; actives 0.32% (n = 310,000); AID 504621, 2011;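 active = every replicate shows inhibition above about 80%, whatever the replicate mean, limit read from the data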;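 note: 0% = DMSO neutral controls and 100% = 20 µM radicicol positive controls; yeast relying on Plasmodium falciparum Hsp90 in place of its own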
PKA-R1A act: activators of PKA-R1A holoenzyme, primary screen, biochemical, fluorescence polarization, Cy5-IP20, bovine R1A, mouse PKAc; activation, % at 11.4 µM; actives 0.083% (n = 340,000); PKA-R1A dissociation; scaled: DMSO 0%, 113 µM cGMP 100%; AID 504707, 2011; cAMP-dependent protein kinase type I-alpha regulatory subunit (Bos taurus) + …;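 active = percent activation above the mean of all tested compounds plus 3 SD, cut at about 19% in these data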;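 note: higher means more PKAc released from R1A so a rise in polarization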
Tat transport: E. coli Tat export inhibitors, primary screen, MC4100, TorA-mCherry reporter, fluorescence, single point. inhibition, % at 10 µM. actives 0.036% (n = 340,000);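 active = mean replicate inhibition at least 50% and at least half of replicates individually reaching 50%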;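 note: exported cargo escapes ClpAP degradation while cytoplasmic cargo is degraded and loses fluorescence; 0% = median of neutral control wells and 100% = median of NaSCN control wells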
OPRM1-OPRD1 inv: inverse agonists of MOR-DOR heterodimerization, primary screen, cell-based, luminescence; Mu-type opioid receptor (Homo sapiens) + Delta-type opioid receptor (Homo sapiens), …; cell-based MOR-DOR heterodimer luminescence, inverse agonism; inhibition, % at 9.3 µM; actives 0.21% (n = 340,000); AID 504357, 2011; in the data active = inhibition above about 22%, passing the limit was not always enough;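 note: 0% = cells with DMSO and 100% = wells without cells with DMSO; values of inactives mirror those of a sister screen read the other way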
PKA-R2B act: activators of PKA-R2B holoenzyme, primary screen, biochemical, fluorescence polarization, Cy5-IP20, human. cAMP-dependent protein kinase catalytic subunit beta (Homo sapiens) + cAMP-dependent …. PKA-R2B holoenzyme dissociation; R2B truncated from residue 108, S112A mutant; 0% DMSO only, 100% 113 µM cGMP. activation, % at 11.4 µM. actives 0.079% (n = 340,000);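 active = activation above a cutoff set at the mean over all compounds plus 3 SD, cut at about 18% in these data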;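 note: higher means more holoenzyme dissociation and a rise in polarization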
Target sequence (P31323 whole entry, looked up, other chains not shown, the tested form may be a part): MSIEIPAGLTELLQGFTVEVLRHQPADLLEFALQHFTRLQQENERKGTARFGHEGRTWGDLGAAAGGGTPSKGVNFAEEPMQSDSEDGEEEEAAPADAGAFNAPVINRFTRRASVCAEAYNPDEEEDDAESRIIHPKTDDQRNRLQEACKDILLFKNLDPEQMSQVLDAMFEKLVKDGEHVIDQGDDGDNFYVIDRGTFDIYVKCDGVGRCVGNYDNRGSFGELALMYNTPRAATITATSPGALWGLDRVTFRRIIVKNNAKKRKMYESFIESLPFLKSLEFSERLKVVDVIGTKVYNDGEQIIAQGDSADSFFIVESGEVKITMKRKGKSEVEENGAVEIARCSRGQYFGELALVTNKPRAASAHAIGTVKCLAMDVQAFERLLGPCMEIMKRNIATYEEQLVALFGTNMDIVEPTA
phage Ecoli inh: growth loss of phage-infected E. coli, primary screen, RecBCD inhibitor project, absorbance, with phage, HTS; inhibition, % at 11.9 µM; actives 0.26% (n = 360,000); in the data active = inhibition above about 11%
OPRM1-OPRD1 ag: agonists of OPRM1-OPRD1 heterodimerization, primary screen, cell-based, luminescence. cells. activation, % at 9.3 µM. actives 0.3% (n = 340,000). AID 504326, 2011. Mu-type opioid receptor (Homo sapiens) + Delta-type opioid receptor (Homo sapiens), …; in the data active = activation above about 18%;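 note: 0% = vehicle-treated cells and 100% = reference agonist; values of inactives mirror those of a sister screen read the other way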
HTR5A inv ctr: HTR5A inverse agonists in luminescence cell assay, primary screen, counter-screen for OPRM1-OPRD1 heterodimer inverse agonist project, full-deck HTS; actives 0.083% (n = 340,000); HTR5A cell line, inverse agonism; 5-hydroxytryptamine receptor 5A (Homo sapiens), P47898; inhibition, % at 9.3 µM; in the data active = inhibition mostly above about 23%, no sharp cut-off; inactive = mostly below about 18%;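 note: 0% = cells with DMSO and 100% = no-cell wells with DMSO; some compounds called inactive have numbers as strong as hits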
Target sequence (P47898 whole entry, looked up): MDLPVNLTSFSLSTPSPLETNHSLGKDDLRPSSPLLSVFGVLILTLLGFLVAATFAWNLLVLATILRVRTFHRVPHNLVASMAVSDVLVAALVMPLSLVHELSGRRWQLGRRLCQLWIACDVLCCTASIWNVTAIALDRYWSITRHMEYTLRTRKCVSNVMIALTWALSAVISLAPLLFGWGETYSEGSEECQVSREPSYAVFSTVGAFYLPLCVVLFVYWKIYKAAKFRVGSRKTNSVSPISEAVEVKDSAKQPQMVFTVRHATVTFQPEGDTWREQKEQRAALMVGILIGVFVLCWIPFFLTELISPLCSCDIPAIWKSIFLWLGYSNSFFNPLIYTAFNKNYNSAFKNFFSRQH
Mot1-301 SUMO: yeast Mot1-301 growth rescue at high temperature, primary screen, SUMOylation pathway inhibitor project, S. cerevisiae, ATP luminescence, 38.5C; AID 2716, 2010; S. cerevisiae Mot1-301 growth rescue; percent above DMSO median, 100 means doubled; growth rescue, % at 18.8 µM; actives 1% (n = 320,000);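 active = every valid replicate shows activation above 250% relative to neutral control wells; inactive = the rest, any valid replicate at or below 250%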;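 note: OY570 slx delta 5 strain wells were the positive control but not used for scaling; some compounds called inactive have numbers as strong as hits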
* marks the source's active call; other numbers are inactive results; . = not tested or not shown.

smiles	AddAB inh	Ecoli viability	PfHsp90 set2	PKA-R1A act	Tat transport	OPRM1-OPRD1 inv	PKA-R2B act	phage Ecoli inh	OPRM1-OPRD1 ag	HTR5A inv ctr	Mot1-301 SUMO
NCCCC[C@@H]1NC(=O)c2cc([N+](=O)[O-])cc(I)c2SC[C@@H](C(=O)NCC(N)=O)NC(=O)CNC1=O	0.2	0.3	1	-7	-11	-15	1	.	3.3	17	-5
CCc1ccc(C(=O)NNc2ccc(Cl)cc2)cc1	0.8	2.1	-2	1	-3	39*	5	4.3	-8.0	6	95
CN1/C(=C/C=N/n2cnnc2)C(C)(C)c2ccccc21	2.1	-1.1	-4	-2	-1	-9	1	1.6	1.4	-4	1
Nc1ccc2nc(CN3CCOCC3)[nH]c2c1	0.5	2.7	2	1	19	0	-16	2.0	0.0	-11	-9
COc1cc(-c2c(C#N)c(N)nc3c2c(C)nn3-c2ccc(C)c(C)c2)cc(OC)c1OC	-0.5	0.8	-12	2	9	8	-16	2.4	-1.6	-12	-12
COc1ccc2c(c1)CC(C)C/C2=N\NC(=O)c1ccco1 (stereo not given)	0.8	1.2	-22	5	-1	13	1	3.7	-2.4	3	136
N#Cc1ccc(C23CC4(C2)[C@H](CN(Cc2cccnc2)[C@@H]4c2ccccc2)C3c2ccccc2)cc1 (stereo not given in full)	2.1	0.2	2	4	-9	-49	0	0.6	8.4	-10	-27
CC(=O)OC(C(=O)N1CCN(c2ccc(F)cc2)CC1)c1ccccc1 (stereo not given)	1.9	0.5	0	-3	-2	13	-7	2.5	-2.7	1	-6
CSc1nnc(NC(=O)c2cc(=O)c3cc(C)cc(C)c3o2)s1	0.8	0.4	6	3	-16	10	-14	3.2	-2.0	3	-10
CCNC(=S)Nc1ccc(OCc2nc3ccccc3s2)cc1	0.8	0.2	5	0	-3	5	-1	1.3	-1.1	0	-7
COc1ccc(CN(Cc2ccccn2)S(=O)(=O)c2ccc(-n3cnnn3)c(OC)c2)cc1	1.3	0.4	10	-6	3	-1	-14	2.3	0.2	-26	57
CCSc1nc2c(c(=O)n(C)c(=O)n2C)n1Cc1ccc(Cl)cc1	1.1	-2.1	13	-6	2	-29	-13	-0.2	6.4	8	-7
CCOC(=O)N1CCN(C(=O)/C(=C/c2cccs2)NC(=O)c2ccc(OC)c(OC)c2)CC1	3.6	1.1	-5	-2	-8	8	3	3.6	-1.5	-5	-7
CC(=O)N1c2ccc(S(=O)(=O)NCCC(=O)NCCc3ccc(C)cc3)cc2CC1C (stereo not given)	4.2	-0.2	-19	-9	2	7	-13	4.2	-1.5	-6	251
Cc1cc(NC(=O)c2ccc(COc3ccccc3Cl)o2)no1	-1.9	-1.9	.	-6	-3	-15	-11	2.5	2.9	-12	14
CNc1nc(C)nc(-c2ccccc2O)n1	-0.6	0.8	15	-10	6	1	-3	1.3	-0.3	-30	-16
CCOC(=O)C1=C(Cn2cnc3ccccc32)NC(=O)NC1c1cc(C)ccc1C (stereo not given)	2.8	0.6	-38	2	4	.	-1	3.1	.	.	-6
COc1ccc(C(=O)NCC(c2ccco2)N2CCc3ccccc32)c(OC)c1 (stereo not given)	-0.3	1.5	.	-9	8	-102	-5	-0.2	16	0	151
CCc1[nH]c(=O)c(C#N)c2c1CCCC2	0.6	-0.7	-6	2	0	6	-3	2.9	-1.3	5	-2
COc1cc(NC(=O)c2ccc(Cl)cc2)c(OC)cc1NC(=O)CN1CCOCC1	0.8	1.0	-4	-1	-9	-4	4	0.7	0.8	-6	3
Cc1oc2cc([N+](=O)[O-])c(O)c([N+](=O)[O-])c2c1C(=O)c1ccc(Br)cc1	1.5	1.6	-72	0	-6	21	6	3.9	-3.2	14	-19
COc1ccc(OC)c(-c2csc(NC(=O)CSc3ccc(Br)cc3)n2)c1	1.7	0.7	13	4	-2	2	-7	3.1	-0.3	-26	-17
C=CC[n+]1c(-c2ccc(OC)cc2)csc1NNC(=O)Nc1ccccc1	-2.7	1.2	8	1	6	-12	1	2.0	2.1	-11	-16
CCOC(=O)c1ccc(NC(=O)Cc2cccs2)cc1	3.5	0.1	-26	5	6	8	0	0.6	-1.6	-10	-6
c1ccc(CCNc2ccccn2)nc1	.	.	-4	-5	-3	6	4	3.5	-1.2	3	.
Cc1cc(C)c(S(=O)(=O)NCc2cn3c(C)csc3n2)c(C)c1	1.4	0.5	-24	-8	-2	9	-15	1.6	-1.5	-13	5
COc1cc(/C=N/n2c(-c3cc(C)[nH]n3)n[nH]c2=S)ccc1O	0.6	0.6	15	11	-4	10	7	0.5	-1.9	-2	-4
CCn1c(CCC(=O)O)nc2cc(S(=O)(=O)N3CCOCC3)ccc21	-3.8	-4.4	.	-10	-1	19	9	1.8	-3.6	10	1
COc1ccccc1CNc1ncnc2sccc12	3.6	-1.5	4	-7	-8	-4	-22	0.7	0.8	-13	-11
CN(CC(=O)Nc1cc(S(=O)(=O)N2CCCC2)ccc1Cl)Cc1nc2ccccc2c(=O)[nH]1	.	.	1	-13	3	11	-8	2.7	-2.7	7	.
CCOC(=O)c1cc(-c2ccccc2)sc1NC(=O)C(C)N1C(=O)c2ccccc2C1=O (stereo not given)	-1.7	-0.7	-12	0	3	11	-5	3.8	-1.5	9	37
Cc1nc(N2CCN(Cc3ccccc3)CC2)nc2c1C(=O)CCC2	1.0	2.1	.	-4	2	-30	6	1.5	5.1	-19	11
CN(C1CCCCC1)S(=O)(=O)c1cc2c(cc1Cl)NC(=O)CO2	2.5	-1.5	-8	-6	-6	-18	2	2.9	3.5	14	-1
Cc1ccc(OCCN2C(=O)CSC2=O)cc1	-1.0	-1.2	.	-10	1	12	-11	3.6	-2.2	15	4
CCN1C(=O)/C(=C/c2c(C)nn(C)c2C)SC1=S	-0.3	-0.8	.	2	17	-23	-8	.	4.1	-62	-17
O=C(c1cc(COc2ccc(F)cc2Cl)on1)N1CC[C@@H]2CCCC[C@H]2C1	.	.	-23	-8	3	4	1	0.2	-0.7	5	14
CSc1ncccc1C(=O)OCC(=O)NCc1ccccc1	1.1	0.0	-17	-6	-2	12	-9	3.2	-3.2	12	4
Cc1ccccc1OCCn1c(=S)[nH]c2c(N)ncnc21	-1.2	0.0	-24	-7	4	-22	-8	2.1	4.7	10	-13
COc1ccccc1NC(=O)CN1CCN(CC(=O)Nc2ccc(C)c(F)c2)CC1	-0.2	-0.9	-15	-8	4	4	-2	0.4	-1.0	1	1
CC(C)CCN1CCN(Cc2cnc(N3CCCC3)s2)CC1CCO (stereo not given)	-2.4	0.2	-22	-5	0	2	1	2.4	-0.4	-7	-13
O=C(N/N=C/c1ccccn1)c1ccc2nc[nH]c2c1	1.6	-0.4	15	.	-4	.	.	-1.8	.	.	0
CC(=O)c1cn(C)c(=O)[nH]c1=O	0.2	-0.7	-13	.	-2	.	.	3.1	.	.	-21
CCOC(=O)CNC(=O)CSc1nnc(NC(=O)c2ccc(C)cc2)s1	1.7	-0.2	.	2	-4	7	-13	-0.9	-1.3	18	10
O=C1OCCN1C(=O)[C@H]1[C@H](c2ccccc2)C(c2ccccc2)=NN1c1ccc(Br)cc1	-1.5	-0.9	0	6	-1	-4	-1	1.4	0.8	11	.
CCc1nnc(NC(=O)CSc2nc3cc(OC)ccc3cc2C)s1	6.6	-3.5	10	-4	0	14	-1	4.9	-2.4	-21	-10
Cc1ccc(NC(=O)COC(=O)CCC2CCCC2)cc1S(=O)(=O)N1CCOCC1	-1.6	0.1	-29	-2	12	-11	3	3.6	2.1	-21	-21
COc1cccc(NC(=O)CN(C)C(=O)c2cc(-c3ccccc3)nc3ccccc23)c1	1.2	0.6	-1	-1	-5	13	-21	4.3	-2.4	3	-4
Clc1cccc(CN2CCN(c3nc4nonc4nc3NC3CC3)CC2)c1	-0.8	2.3	10	-2	-2	-5	-9	3.1	0.8	-25	-13
COC(=O)C(NC(=O)c1ccco1)(Nc1cc(C)ccn1)C(F)(F)F (stereo not given)	3.4	0.5	.	2	-1	11	2	2.9	-1.9	7	-7
CC(C)Oc1cccc(C(=O)C2CCCN(C(=O)c3ccc4c(c3)OCO4)C2)c1 (stereo not given)	0.3	-0.2	-10	-2	-4	10	-8	1.6	-1.9	13	12
Cc1cccc(C(=O)NCC(=O)N2CCCCCCC2)c1	-0.9	-0.3	14	-4	-5	14	2	3.3	-3.5	0	-3
O=c1[nH]cncc1OCc1ccccc1	.	.	-3	-4	-3	3	9	4.9	-0.7	-14	.
CCOc1ccc2nc(NS(=O)(=O)c3cccs3)sc2c1	5.1	-0.5	5	-12	7	17	-14	1.8	-3.5	-6	-6
CC(C)(C)c1cc[n+](-c2[nH]c(=O)sc2/C=N/NC(=O)c2ccccc2[O-])cc1	2.9	-1.4	16	16	24	16	3	1.5	-3.0	-13	8
CCN(CC)S(=O)(=O)c1ccc(C(=O)Nc2nnc(NC(=S)Nc3ccccc3)s2)cc1	0.6	-3.4	-15	-16	-1	32	-10	-2.2	-6.1	-12	.
c1ccc(-c2cc3ccccc3cn2)cc1	2.4	-1.1	6	-1	4	0	5	3.0	0.0	8	372*
C=CCOc1ccc(C(=O)N(Cc2ccc(N(C)C)cc2)C2CCS(=O)(=O)C2)cc1 (stereo not given)	1.8	2.1	5	-2	4	6	-2	1.0	-1.1	-3	10
O=C(N/N=C/c1cccc(O)c1)c1cc(-c2ccc3c(c2)OCO3)n[nH]1	1.5	0.0	1	-10	-1	2	-9	0.8	-0.3	-4	-14
CCOC(=O)CNC(=S)SC	1.6	-1.1	-25	-7	-8	13	-2	1.4	-2.5	-12	-17
